Screens deposited in PubChem by Sanford-Burnham Center for Chemical Genomics.
H9c2 TAG inh: inhibitors of triacylglycerol accumulation, primary screen, cell-based, uHTS, fluorescence, H9c2. H9c2 cells, Nile Red lipid (TAG) fluorescence; cells loaded with 200 µM oleic acid. inhibition, % at 12.5 µM. 230,000 compounds, 0.66% hits. AID 651582, 2012;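 active = pattern-corrected inhibition of lipid staining of at least 50% with the nuclear-stain viability signal not falling by more than 50%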;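 note: 0% = DMSO wells and 100% = triacsin C control wells; some results filed as inactive read as strong as hits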
H9c2 TAG inh DAPI viability: further read-out of H9c2 TAG inh, marked with its call; DAPI nuclei signal change (viability), lower = more cytotoxic, %;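 whole-well DAPI fluorescence read on a plate reader as a viability signal; minus 50 percent equals half of cells still viable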
* hit, by the source's call. Not all compounds are listed, so the mix of outcomes need not match the whole.

Compound	H9c2 TAG inh DAPI viability	H9c2 TAG inh
Cc1ccc(NC(=O)CN2C(=O)NC3(CCCC3)C2=O)cc1S(=O)(=O)N1CCCCC1	-2.1	-1.5
CC(=O)Nc1cccc(C(=O)OCC(=O)Nc2nnc(-c3ccccc3)o2)c1	3.1	2.3
CC(=O)c1sc(NC(=O)C2CSC3(C)CCC(=O)N23)nc1-c1ccccc1 (stereo unspecified)	-6.0	-1.8
CCN(CC)C(=O)CN1CCC(n2c(C)nc3cc(C(F)(F)F)ccc32)CC1	-4.7	-5.4
CCCc1nnc(SCC(=O)N2CCCC(C)C2)n1CC1CCCO1 (stereo unspecified)	-1.9	-17.0
Cc1cccc(-n2c(SCCC(=O)O)nnc2-c2cccs2)c1C	5.1	1.3
Cc1cc2ccccc2n2c(SCC(=O)N3CCOCC3)nnc12	-8.9	16.6
O=C(COC(=O)c1ccccc1NCCO)NCC1CCCCC1	12.8	-9.0
CCN(CC)C(=O)[C@H]1C[C@H](CC(=O)NCCN2CCOCC2)C(=O)N2CCc3c([nH]c4cc(-c5ccco5)ccc34)[C@]12C	4.5	11.8
COc1c(C)cc(C(O)c2ncc(-c3cccc4ccccc34)[nH]2)cc1C (stereo unspecified)	-0.5	-4.1
O=C(COc1coc(CN2CCN(c3ccccc3)CC2)cc1=O)NCC1CCCO1 (stereo unspecified)	3.3	-0.3
COc1cc(C2C(C(=O)OC(C)C)=C(C)Nc3ncnn32)cc(OC)c1OC (stereo unspecified)	-4.4	-11.8
CC(C)=C1C2CCC1C(C(=O)Nc1cc(C)cc(C)c1)C2C(=O)O (stereo unspecified)	5.9	-19.6
C=CCNC(=O)c1ccc2c(=O)n(CCCN3CCCC3=O)c(=S)[nH]c2c1	-3.4	-5.9
Cc1ccc(CCNc2ncnc(Cl)c2N)cc1	0.9	-24.6
O=C(CNC(=O)c1ccccc1F)NCc1ccccn1	-3.4	-20.8
C=CCN1C(=O)c2ccc(C(=O)N(CC(C)C)c3c(N)n(CCCC)c(=O)[nH]c3=O)cc2C1=O	4.4	8.7
CN(c1ccccc1)c1nc(-n2ccnc2)nc(-n2ccnc2)n1	1.8	7.0
C#CCNC(=O)C1=C[C@H](C)[C@@H](CCCO)[C@H](OCC)O1	3.1	5.4
C=CCn1c(N)cc(=O)nc1SCC(=O)Nc1ccc(C)cc1	4.5	2.1
CC(=O)c1ccccc1-c1csc2ncnc(Sc3nnnn3C)c12	3.1	12.8
Cc1cc(C(F)(F)F)n2nc(-c3cnn(C)c3C(F)(F)F)c(Br)c2n1	4.4	4.6
O=C(CSc1ccc(-c2ccccn2)nn1)Nc1ccccc1	-7.6	1.9
CS(=O)(=O)N(CCc1ccccc1)CC(=O)N1CCN(Cc2ccccc2)CC1	-10.5	11.5
Cn1cc(/C=N/n2cnc3scc(-c4ccccc4)c3c2=O)c2ccccc21	-16.7	43.1
CCC(C)(C(=O)NC1CCCC1)N(CC1CCCO1)C(=O)c1ccc2c(c1)OCO2 (stereo unspecified)	5.9	0.8
CCOC(=O)C1(Cc2cccc(OC)c2)CCCN(Cc2nccn2CC)C1 (stereo unspecified)	0.5	9.7
COc1ccccc1/C=N/OC(=O)c1ccc(F)cc1	2.1	-11.8
COc1ccc(CCN2C(=NC(=O)CC(C)C)SC3CS(=O)(=O)CC32)cc1OC (stereo unspecified)	0.4	-19.2
COc1ccc(-c2cc(=O)oc3cc(OC(=O)C4CCCCC4)c(Cl)cc23)cc1	-9.1	10.2
CCc1ccccc1NC(=S)N1CCN(c2cccc(OC)c2)CC1	2.2	-0.4
O=C(NCc1cc2ccccc2[nH]1)c1ccccc1F	-2.8	9.2
CNC(=O)c1cc(OCC(F)(F)F)ccc1OCC(F)(F)F	-4.0	9.7
C=CCn1c(SCC(C)=O)nnc1-c1ccc2ncccc2c1	1.8	1.8
CN(C)CCCNC(=S)Nc1ccc(-c2ccccc2)cc1	20.3	-5.5
FC(F)(F)COc1cc(-c2nnc(SCc3ccccc3)n2Cc2ccco2)cc(OCC(F)(F)F)n1	-12.0	33.1
Cc1cccc(N2CCN(C(=O)c3ccc(NS(=O)(=O)c4c(C)noc4C)cc3)CC2)c1C	6.5	8.1
CCS(=O)(=O)N1CCCC(C(=O)NCCCN(C)Cc2ccccc2)C1 (stereo unspecified)	-4.5	13.7
Cc1cccn2c(=O)c3cc(C#N)c(=NC(=O)c4cccs4)n(CC(C)C)c3nc12	11.6	15.7
Cc1noc(C)c1CCC(=O)Nc1cc(Cl)ccc1C(=O)O	7.2	-14.6
COc1cccc(NC(=S)N(Cc2ccccn2)Cc2ccccc2Cl)c1	-3.1	-12.6
CN(CCOc1ccccc1)C(=O)c1cc(S(=O)(=O)N2CCCCC2)ccc1Cl	-2.8	-0.5
CCN(C#N)c1nc(N(C)C)nc(N(C)C)n1	7.0	-2.3
COc1ccc(S(=O)(=O)N2CCCCCC2)cc1C(=O)N1CCCCC1	-6.2	3.3
COc1cccc(NC(=O)COC(=O)c2cc(=O)c3ccccc3o2)c1	8.0	1.6
CC(C)n1nnnc1SCC(=O)c1ccc2c(c1)OCCO2	-8.7	-2.4
Cc1ccc(C(=O)CSc2nnc3n2CCCCC3)s1	-2.0	-10.2
O=C(NNC(=O)c1ccc(NC(=O)C2CC2)cc1)c1ccc(F)cc1	8.9	5.8
Cc1ccccc1Nc1nc(N)nc(COC(=O)c2ccc3c(c2)OCCO3)n1	-2.4	-4.8
Cc1ccc(NC(=O)C(C)Sc2nnc3n2CCCCC3)cc1S(=O)(=O)N1CCOCC1 (stereo unspecified)	0.5	1.1

Single entries from the list:
CCS(=O)(=O)N1CCCC(C(=O)NCCCN(C)Cc2ccccc2)C1 (stereo unspecified) in H9c2 TAG inh: 13.7
Cc1ccc(NC(=O)C(C)Sc2nnc3n2CCCCC3)cc1S(=O)(=O)N1CCOCC1 (stereo unspecified) in H9c2 TAG inh: 1.1
CCc1ccccc1NC(=S)N1CCN(c2cccc(OC)c2)CC1 in H9c2 TAG inh DAPI viability: 2.2

The list continues.
Compound	H9c2 TAG inh DAPI viability	H9c2 TAG inh
CN(CC(=O)Nc1ccc(Cl)cc1)C(=O)c1sccc1-c1ccccc1	-3.4	-2.9
O=C(CC1N=C2c3ccccc3N=C(SCc3ccccc3Cl)N2C1=O)NCc1ccco1 (stereo unspecified)	6.8	-2.8
Cc1nc2sc(C(c3ccccc3)N3CCC(O)CC3)c(O)n2n1 (stereo unspecified)	7.1	-5.9
NC(=O)CCn1c(=O)oc2ccccc21	2.9	5.8
NC(=O)CSc1nnc(Cn2c(=O)sc3ccccc32)n1CCc1ccccc1	-6.3	-10.9
COc1cccc(NC(=O)C2(C)CCN2Cc2ccccc2OC(F)F)c1 (stereo unspecified)	-2.9	7.0
CC(=O)Nc1cccc(/C(C)=N/NC(=S)NC(C)C)c1	-5.1	-5.2
COc1ccc(C)cc1NC(=O)C1COc2ccccc2O1 (stereo unspecified)	-1.2	-11.1
CCCC(C(=O)N(C)CC(=O)Nc1ccc(N2CCOCC2)cc1)c1ccccc1 (stereo unspecified)	8.8	5.8
CC1=C(C(=O)N2CCOCC2)CC(CC(=O)NC2CCCCC2)C(=O)N1Cc1ccccc1 (stereo unspecified)	-0.3	-14.6
Cc1ccc(S(=O)(=O)NCC(=O)N2CCN(c3ccc(F)cc3)CC2)cc1	-4.3	-6.2
O=c1cc(-c2ccc(Cl)cc2)[nH][nH]1	-9.5	3.9
O=C(CN1C(=O)COc2ccc(Cl)cc21)NCC1CCCO1 (stereo unspecified)	-2.4	-16.1
COc1ncnc2c1ncn2CCCNCc1ccccn1	9.9	-3.2
CCOC(=O)c1ccccc1NC(=O)CSc1ncc(C(=O)OCC)c(N)n1	-21.1	-9.0
O=C(NC1CC1)c1ccc(-c2ccccc2)cc1	-0.2	5.1
CCOC(=O)NC(NCC(O)c1ccccc1)(C(F)(F)F)C(F)(F)F (stereo unspecified)	7.9	3.0
S=C(NCC1CCCO1)N1CCN(c2nc(-c3ccc(Cl)cc3)cs2)CC1 (stereo unspecified)	2.0	-9.1
COc1ccc(OC)c(CN2C(=O)c3ccccc3C2C(=O)NCc2cccnc2)c1 (stereo unspecified)	-3.2	-13.7
C[C@H](NS(=O)(=O)c1ccc2c(c1)OCCCO2)C(=O)N1CCN(Cc2ccccc2)CC1	4.2	9.8
COc1ccc(C(C)(O)c2nc(-c3cc(F)cc(F)c3)cs2)cc1 (stereo unspecified)	-0.3	-2.6
COC(=O)c1cccc(N(C(=O)c2ccco2)C(C(=O)NC2CCCC2)c2ccco2)c1 (stereo unspecified)	-2.9	-0.1
Cn1c(=O)[nH]c(=O)c2c1nc(NCCCn1ccnc1)n2Cc1cccc(Br)c1	-8.0	8.4
COc1cc2ccc(C(C)=O)c(O)c2cc1OC	2.2	8.8
COc1cc(C2c3cc4c(cc3OC(NNC(N)=S)C2C)OCO4)cc(OC)c1OC (stereo unspecified)	-17.8	26.3

Complete entries from above:
Record of COc1ccc(OC)c(CN2C(=O)c3ccccc3C2C(=O)NCc2cccnc2)c1 (stereo unspecified) → H9c2 TAG inh DAPI viability: -3.2; H9c2 TAG inh: -13.7
Record of CCOC(=O)c1ccccc1NC(=O)CSc1ncc(C(=O)OCC)c(N)n1 → H9c2 TAG inh DAPI viability: -21.1; H9c2 TAG inh: -9.0

Molecules shown so far with bromine (two):
Compound	H9c2 TAG inh DAPI viability	H9c2 TAG inh
Cc1cc(C(F)(F)F)n2nc(-c3cnn(C)c3C(F)(F)F)c(Br)c2n1	4.4	4.6
Cn1c(=O)[nH]c(=O)c2c1nc(NCCCn1ccnc1)n2Cc1cccc(Br)c1	-8.0	8.4

Next section.
Compound	H9c2 TAG inh DAPI viability	H9c2 TAG inh
O=C(Nc1cccc(NC(=O)c2ncn[nH]2)c1)c1cccc(Cl)c1	10.1	-0.4
CCCn1c(SCC(=O)NCCc2ccccc2)nnc1-c1ccco1	-3.6	8.1
Cc1ccc(S(=O)(=O)Nc2nc3ccccc3nc2N2CCOCC2)cc1	-0.9	12.7
Cc1nnc(SCC(=O)Nc2sccc2C#N)n1Cc1ccccc1	-0.7	-1.1
COC(=O)C(Cc1ccc(O)cc1)NC(=O)C12CC3CC(CC(C3)C1)C2 (stereo unspecified)	1.0	3.2
CCCCn1c(=O)c(CCC(=O)OCC(=O)NC(=O)NCCC(C)C)nc2ccccc21	-4.2	-0.7
O=C(NC1CCCc2ccccc21)c1cncc(Br)c1 (stereo unspecified)	3.7	-19.4
Cc1c(C)n(C)c2ccc([N+](=O)[O-])cc12	4.6	3.2
CCN1C[C@@H]2[C@@H]3C(=O)N(Cc4ccccc4)C(=O)[C@@H]3[C@](C)(C1=O)N2C(=O)c1ccccc1	3.4	-20.5
CCOc1cccc(CN2CCCC(C(=O)Nc3cccc(-n4cccn4)c3)C2)c1 (stereo unspecified)	-0.5	0.4
CCOC(=O)c1ccccc1NC(=O)CSc1nnnn1C	7.1	-6.5
COc1ccc(N2CC(C(=O)Nc3nnc(SCC(=O)N4CCOCC4)s3)CC2=O)cc1 (stereo unspecified)	4.4	-1.4
Cc1ccc(C)c(N2CCN(C(=S)Nc3ccc4nc(N5CCN(C)CC5)cc(C)c4c3)CC2)c1	9.8	25.1

Arranged by length of the SMILES (rising): part of the list above.
Compound	H9c2 TAG inh DAPI viability	H9c2 TAG inh
Cc1c(C)n(C)c2ccc([N+](=O)[O-])cc12	4.6	3.2
CCCn1c(SCC(=O)NCCc2ccccc2)nnc1-c1ccco1	-3.6	8.1
Cc1ccc(S(=O)(=O)Nc2nc3ccccc3nc2N2CCOCC2)cc1	-0.9	12.7
O=C(Nc1cccc(NC(=O)c2ncn[nH]2)c1)c1cccc(Cl)c1	10.1	-0.4
COC(=O)C(Cc1ccc(O)cc1)NC(=O)C12CC3CC(CC(C3)C1)C2 (stereo unspecified)	1.0	3.2
COc1ccc(N2CC(C(=O)Nc3nnc(SCC(=O)N4CCOCC4)s3)CC2=O)cc1 (stereo unspecified)	4.4	-1.4
Cc1ccc(C)c(N2CCN(C(=S)Nc3ccc4nc(N5CCN(C)CC5)cc(C)c4c3)CC2)c1	9.8	25.1
